influenza NS1A = NS1A inhibition, H1N1 influenza, cell based functional assay (AID 504329); NS1A functional cell-based assay, percent inhibition; higher % means a stronger effect; inhibition, % at 12.5 µM; hits with a dose series show IC50 in µM; 340,000 tested, 0.3% active; in the data active means a potency from the dose series; inconclusive means inhibition above about 27% without an active follow-up result; further: strong numbers were not always called active
VEEV TC-83 Vero = inhibitors of VEEV TC-83 cytopathic effect, confirmation, Vero cells (AID 588727); Vero cells, VEEV TC-83 cytopathic effect inhibition; higher % means a stronger effect; inhibition, % at 20 µM; hits with a dose series show IC50 in µM; 350,000 tested, 0.13% active; in the data active means a potency from the dose series; inconclusive means inhibition mostly from about 14% at the one dose, without a potency; inactive means the rest, 99 in 100 with inhibition below about 12%; further: strong numbers were not always called active
PhoP GFP inhibition = PhoP regulon inhibitors, Salmonella typhi PhoP promoter GFP reporter, confirmatory (AID 1850) | 310,000 tested, 0.33% active | Salmonella Typhi PhoP-promoter GFP reporter, fluorescence, 4 h; higher % means a stronger effect | inhibition, % at 50 µM, or IC50 in µM where a hit was titrated; in the data active means a potency from the dose series; inconclusive means inhibition mostly from about 25% at the one dose, without a potency; inactive means the rest, 99 in 100 with inhibition below about 19%;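 further: 0% = induced wells with vehicle and 100% = uninduced wells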
M. tuberculosis = growth inhibition of non-replicating M. tuberculosis (AID 488890); inhibition, % at 25 µM; hits with a dose series show IC50 in µM; Mycobacterium tuberculosis non-replicating, growth inhibition; higher % means a stronger effect; 320,000 tested, 0.39% active; in the data active means a potency from the dose series; inconclusive means inhibition mostly from about 82% at the one dose, without a potency; inactive means the rest, 99 in 100 with inhibition below about 76%;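 further: plate controls were DMSO cells for no effect and high antibiotic wells for full effect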
M. tuberculosis HTS = M. tuberculosis growth inhibition, HTS (AID 449762); M. tuberculosis H37Rv growth inhibition, 7H9 media; higher % means a stronger effect; inhibition, % at 25 µM, or IC50 in µM where a hit was titrated; 330,000 tested, 0.59% active; in the data active means a potency from the dose series; inconclusive means inhibition above about 70% without an active follow-up result;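 further: bacterial growth assessed after seven days of incubation; strong numbers were not always called active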
VEEV TC-83 Vero 10K pilot screen = second read-out of VEEV TC-83 Vero, no call of its own (marks repeat the call); inhibition, %; measured here: 10K pilot screen inhibition
Numbers without * were called inactive; i = inactive; ? = inconclusive; · = not tested or not shown; & = joins results of further samples. Rows were taken by chance, and some 1.6% of all compounds hit somewhere here.

SMILES	influenza NS1A	VEEV TC-83 Vero	PhoP GFP inhibition	M. tuberculosis	M. tuberculosis HTS	others
CCOc1ccc(N2CC(C(=O)NCCc3ccc(OC)c(OC)c3)CC2=O)cc1 (centres undefined)	-2%	0.7%	·	·	·
Cc1c(-c2nc(-c3cccnc3)no2)cccc1[N+](=O)[O-]	2%	7.7%	-5%	0%	2%
O=S(=O)(NCc1ccc(F)cc1)c1ccccc1Br	0%	0.2%	·	-7%	-10%
O=C(c1nn2c(C(F)(F)F)cc(-c3ccccc3)nc2c1Cl)N1CCN2CCCC2C1 (centres undefined)	-5%	2.2%	·	·	·
COc1cc2nc(N(CCN(C)C)C(=O)c3ccc(S(=O)(=O)N(C)CC4CCCO4)cc3)sc2cc1OC (centres undefined)	-8%	2.7%	-11%	-4%	-2%
Cc1ccccc1NC(=O)Cn1nnc2sc3c(c2c1=O)CC(C)(C)OC3	-6%	0.6%	-1%	-9%	10%
COc1ccc(/C=N/NC(=O)CN2CCSCC2)c(OC)c1	-5%	1.1%	-5%	1%	3%
COc1ccc(N2CC(NC(=O)NCCC(C)C)CC2=O)cc1 (centres undefined)	-14%	i	-3%	5%	-3%
COc1ccc(C2SCC(=O)N2CC23CC4CC(CC(C4)C2)C3)cc1 (centres undefined)	-1%	0.9%	-10%	13%	66%
COc1ccc(OCC(O)CN2CCN(CC(O)COc3ccc(OC)cc3)CC2)cc1 (centres undefined)	0%	i	17%	10%	4%
O=C(CNS(=O)(=O)c1cccs1)N1CCc2ccccc2C1	6%	1.4%	4%	4%	2%
COc1ccc(/C=N/NC(=O)Cn2nnc3ccccc32)cc1OC	-3%	1.7%	-1%	-13%	4%
CCN1C2=NCCCN2c2ccccc21	1%	0.3%	-1%	-8%	-1%
O=C(COC(=O)c1ccccn1)Nc1ccc(S(=O)(=O)N2CCOCC2)cc1	11%	5.1%	13%	-13%	2%
COC(=O)CCC(C)C1CCC2C3CCC4CC(O)CCC4(C)C3CC(O)C12C (centres undefined)	3%	2.0%	·	·	·
O=P(C(=Nc1ccc(Cl)cc1)N1CCOCC1)(N1CCOCC1)N1CCOCC1	0%	0.5%	-5%	-8%	-1%
COc1cccc(NC(=O)CN(C)C(C)C(=O)Nc2cc([N+](=O)[O-])ccc2Cl)c1 (centres undefined)	12%	9.6%	4%	10%	2%
COc1c2ccoc2nc2c(OC)c(OC[C@@H](O)C(C)(C)O)ccc12	-3%	4.2%	-11%	-1%	2%
Cc1ccccc1CN(c1ccc(C(=O)NCCC2=CCCCC2)cc1)S(C)(=O)=O	-7%	0.1%	-4%	2%	1%
O=C(NCCCNC(=O)c1ccccn1)c1ccc(F)cc1	11%	i	6%	-10%	6%
Cc1ccccc1NC(=O)Cc1nc(CCl)cs1	-4%	i	8%	-12%	-10%
O=C(O)c1cccc(CSc2nnc(-c3ccc(Cl)cc3)o2)c1	-9%	1.5%	-3%	42%	-3%
CCCCOC(=O)Nc1ccc(C(=O)OC)cc1	0%	1.9%	-3%	72%	-3%
CC(C)(C)OC(=O)NCC(=O)N1CCC(C(=O)O)CC1	-17%	i	-5%	5%	-5%
CCN(CCCNC(=O)CC1Oc2ccc(C)cc2NC1=O)Cc1ccccc1 (centres undefined)	8%	i	-7%	5%	7%

In the list so far, 3 contain fluorine.
SMILES	influenza NS1A	VEEV TC-83 Vero	PhoP GFP inhibition	M. tuberculosis	M. tuberculosis HTS	others
O=S(=O)(NCc1ccc(F)cc1)c1ccccc1Br	0%	0.2%	·	-7%	-10%
O=C(c1nn2c(C(F)(F)F)cc(-c3ccccc3)nc2c1Cl)N1CCN2CCCC2C1 (centres undefined)	-5%	2.2%	·	·	·
O=C(NCCCNC(=O)c1ccccn1)c1ccc(F)cc1	11%	i	6%	-10%	6%

Further structures follow.
SMILES	influenza NS1A	VEEV TC-83 Vero	PhoP GFP inhibition	M. tuberculosis	M. tuberculosis HTS	others
C[C@H](CO)N1C[C@H](C)[C@@H](CN(C)Cc2ccc(C(=O)O)cc2)Oc2c(NS(=O)(=O)c3cn(C)cn3)cccc2C1=O	4%	0.4%	·	2%	0%
Cn1cccc1/C=N/N1CCN(Cc2ccccc2)CC1	0%	0.4%	2%	6%	13%
Cc1cc(CN2CCCC(CNC(=O)c3ccc(F)cc3)C2)cc(C)c1O (centres undefined)	6%	0.2%	0%	-1%	7%
COc1ccccc1N1CCN(C2CCCCC2NS(=O)(=O)c2ccc(Cl)cc2)CC1 (centres undefined)	13%	7.6%	-18%	48%	16%
O=C(CSc1ncn[nH]1)c1ccco1	3%	3.2%	-7%	18%	-4%	VEEV TC-83 Vero 10K pilot screen=0.1
O=C(Nc1ccccc1Cl)c1cc(=O)c2ccccc2o1	-4%	2.2%	4%	-2%	6%
Cc1ccc(-c2nnn(Cc3nc4ccccc4s3)n2)cc1	-4%	i	-3%	?	-21%	VEEV TC-83 Vero 10K pilot screen=1.5
CN(C)S(=O)(=O)c1cccc(C(=O)Nc2cc(S(=O)(=O)N3CCOCC3)ccc2O)c1	-13%	6.3%	·	·	·
COCCn1nnnc1CN1CCN(c2cccc(C(F)(F)F)c2)CC1	-8%	1.9%	7%	-3%	-4%
C/C(=N\NC(=O)c1cccnc1)c1ccc(-n2ccnc2)cc1	-5%	0.3%	-9%	9%	2%
COc1ccc(OC)c(S(=O)(=O)N2CCN(CC(O)CN3CCOCC3)CC2)c1 (centres undefined)	-7%	i	·	-3%	-12%
COc1ccc(NC(=O)CSc2nnnn2C2CC2)cc1S(=O)(=O)N1CCOCC1	-4%	3.0%	·	-10%	5%
O=[N+]([O-])c1cccc(-c2nnnn2-c2cccc(F)c2)c1	-2%	0.3%	6%	-1%	4%
CC/C(O)=C(\C#N)c1nnc2n1CCCCC2	3%	1.0%	-6%	21%	-7%
CCc1nnc(NC(=O)C2Cc3ccccc3CN2S(=O)(=O)c2ccc(C)cc2)s1 (centres undefined)	-3%	5.5%	-6%	14%	57%
O=C(COc1ccc2c3c(c(=O)oc2c1)CCCC3)NCCCN1CCCC1=O	-5%	2.4%	-6%	35%	-10%
CC(=O)c1cc2c(cc1NC(=O)Cc1ccsc1)OCO2	-23%	4.3%	·	19%	-12%
N#Cc1cccnc1Oc1ccccc1	3%	0.7%	-3%	-9%	0%
c1csc(-c2cc(N3CCCCC3)c3ccccc3n2)c1	-9%	i	-5%	11%	68%
O=C(NCCCCCCNC(=O)NCc1ccco1)NCc1ccco1	·	·	4%	-7%	-12%
Cc1ccc2c(c1)N(CCC(=O)NCCCN1CCCC1)C(=O)C(C)O2 (centres undefined)	6%	i	-10%	-2%	11%
O=C(CCCC(=O)OCC(=O)NC1CCCC1)Nc1ccccn1	-7%	0.8%	-5%	3%	-16%
COc1ccc(/C(O)=C2\C(=O)C(=O)N(CCN(C)C)C2c2cccc(OC)c2OC)cc1Cl (centres undefined)	-5%	0.2%	13%&6%	-13%	-9%
COc1cc(NS(=O)(=O)c2c(C)[nH]c(C)c2C(=O)N2CCCCC2)cc(OC)c1OC	-2%	0.2%	-40%	-10%	8%
Cc1cc(C)c(S(=O)(=O)NCc2cn3ccccc3n2)c(C)c1	13%	i	3%	-11%	2%

The last seven records of the part above open the next one.
SMILES	influenza NS1A	VEEV TC-83 Vero	PhoP GFP inhibition	M. tuberculosis	M. tuberculosis HTS	others
c1csc(-c2cc(N3CCCCC3)c3ccccc3n2)c1	-9%	i	-5%	11%	68%
O=C(NCCCCCCNC(=O)NCc1ccco1)NCc1ccco1	·	·	4%	-7%	-12%
Cc1ccc2c(c1)N(CCC(=O)NCCCN1CCCC1)C(=O)C(C)O2 (centres undefined)	6%	i	-10%	-2%	11%
O=C(CCCC(=O)OCC(=O)NC1CCCC1)Nc1ccccn1	-7%	0.8%	-5%	3%	-16%
COc1ccc(/C(O)=C2\C(=O)C(=O)N(CCN(C)C)C2c2cccc(OC)c2OC)cc1Cl (centres undefined)	-5%	0.2%	13%&6%	-13%	-9%
COc1cc(NS(=O)(=O)c2c(C)[nH]c(C)c2C(=O)N2CCCCC2)cc(OC)c1OC	-2%	0.2%	-40%	-10%	8%
Cc1cc(C)c(S(=O)(=O)NCc2cn3ccccc3n2)c(C)c1	13%	i	3%	-11%	2%
COc1ccc(CC(=O)NNC(=O)CCc2ccccc2)cc1	8%	0.2%	-11%	17%	-5%
CCC(C(=O)Nc1cccc(OC)c1)n1nc(C)c2c(C)n(-c3ccccc3)nc2c1=O (centres undefined)	5%	i	5%	9%	-3%
Cc1ccc(C(=O)N2CCN(c3cc(=O)[nH]nc3-c3ccccc3)CC2)cc1	9%	7.3%	-10%	-2%	-7%
Cc1cc(C)n2nc(SCc3ccccc3C(=O)O)nc2n1	-26%	0.4%	5%	-19%	5%
C/C=C/c1ccc(OCC(O)CNCCc2ccc(OC)cc2)c(OC)c1 (centres undefined)	9%	i	1%	45%	0%
COc1cc(C(=O)NC(C)Cc2ccccn2)ccc1OC1CCN(C(C)=O)CC1 (centres undefined)	0%	3.3%	·	·	·
Nc1c(N(CCO)C(=O)C2CCCC2)c(=O)[nH]c(=O)n1Cc1ccccc1	-4%	1.6%	·	-3%	3%
O=C(O)c1ccc(N=NN2CCCCCC2)cc1	9%	0.8%	-1%	7%	2%
CC(NC(=O)C12CC3CC(C)(CC(C)(C3)C1)C2)c1ccncc1 (centres undefined)	-11%	i	-4%	-2%	4%
CCCC(NC(=O)c1c(C)noc1C)C12CC3CC(CC(C3)C1)C2 (centres undefined)	-3%	0.7%	4%	-5%	-1%
CCOc1ccccc1NC(=O)COC(=O)CCOc1cc(C)ccc1C	-3%	i	3%	66%	57%
O=C(Nc1ccccc1)c1ccc(NCC2CCCO2)c(S(=O)(=O)N2CCOCC2)c1 (centres undefined)	-2%	11%	-6%	21%	-5%
O=C(NCC1CC1)c1cc([N+](=O)[O-])cc([N+](=O)[O-])c1	-22%	i	4%	58%	5.8µM*
COc1ccc(CNC(=O)C[C@H]2C[C@H](C(=O)N3CCCCC3)[C@@]3(C)c4[nH]c5cc(-c6ccco6)ccc5c4CCN3C2=O)cc1OC	0%	5.1%	·	·	·
CC1(C)CC2=C(CO1)C(=S)NC(c1ccccc1)N2CC1CCCO1 (centres undefined)	-7%	0.2%	-16%	23%	-1%
CC(=O)Nc1ccc(C(=O)CN2C(=O)NC3(CCCCCC3)C2=O)c(F)c1	-4%	2.4%	·	-6%	-10%
O=C(c1ccccc1F)N1CCN(Cc2cccc(Cl)c2)CC1	18%	1.4%	-3%	-1%	4%
CCOC(=O)C1CCCCN1Cc1cccc(OCc2ccccc2)c1 (centres undefined)	-34%	1.3%	1%	34%	-2%
COC(=O)c1sccc1NC(=O)Nc1cc(C)cc(C)c1	13%	2.8%	-6%	-9%	-6%
COCCNC(=O)CCn1nc(-c2ccc(Cl)cc2)c2ccccc2c1=O	-27%	i	2%	-4%	4%
Cc1cc(C(=O)CSc2ncn[nH]2)c(C)n1-c1cccc(S(=O)(=O)N2CCOCC2)c1	-2%	7.2%	6%	1%	-4%
COc1cccc([C@@H]2Oc3ccc(OC)cc3C(=O)[C@H]2OC(=O)N[C@H](C)C2CCCCC2)c1	·	·	-1%	3%	?
C/C(=N\NC(=O)c1cccc(S(=O)(=O)N2CCCC2)c1)c1ccccc1F	-14%	5.0%	-7%	37%	8%
CC(C)CNC(=O)COc1cccc(C(=O)NCc2ccccc2)c1	-17%	0.4%	-6%	-12%	3%
C[n+]1cccc(C(=O)Nc2ccccc2)c1	11%	i	-9%	3%	-1%
COCCn1c(-c2ccccc2)nc2oc3cc(OC)ccc3c(=O)c2c1=O	19%	2.6%	2%	7%	-7%
CC(=O)Nc1cccc(C)c1	4%	1.1%	·	-2%	4%
COc1ccc(-n2c(COc3ccc(C)cc3)nnc2SCC(=O)O)cc1	-2%	2.0%	-1%	26%	-9%
COc1ccc(-n2nc(C(=O)Nc3cc(OC)c(OC)c(OC)c3)c3ccccc3c2=O)c(OC)c1	11%	0.2%	-6%	-19%	5%

Entries shown so far that have a cyano group (2):
SMILES	influenza NS1A	VEEV TC-83 Vero	PhoP GFP inhibition	M. tuberculosis	M. tuberculosis HTS	others
CC/C(O)=C(\C#N)c1nnc2n1CCCCC2	3%	1.0%	-6%	21%	-7%
N#Cc1cccnc1Oc1ccccc1	3%	0.7%	-3%	-9%	0%

Compound activity deposited in PubChem by Southern Research Specialized Biocontainment Screening Center.
